Screening data from PubChem.
MBNL1 CUG block – MBNL1-poly(CUG) RNA binding inhibition. AID 2675. Q9NR56. Potency, µM (top dose mostly 57.5 µM), for the others: at the top dose activity change, negative = inhibition, hits mostly inhibitors. TR-FRET MBNL1-His/biotin-(CUG)12 binding, 665/545 ratio. actives 0.036% (n = 280,000); active = well fitted inhibition curve with a large enough effect in the signal ratio, with a control signal flat, not every such curve was filed as active; inconclusive = small, poorly fitted or top-dose-only effect, or effect the other way, or a change in a side signal; inactive = no such curve, though single readings can be large or run the other way; the % refers to the signal ratio; also: potency is read from the fitted curve at half-maximal effect; % is scaled to controls: 0 for no effect and ±100 for the full control effect
Target sequence (Q9NR56 whole entry, looked up): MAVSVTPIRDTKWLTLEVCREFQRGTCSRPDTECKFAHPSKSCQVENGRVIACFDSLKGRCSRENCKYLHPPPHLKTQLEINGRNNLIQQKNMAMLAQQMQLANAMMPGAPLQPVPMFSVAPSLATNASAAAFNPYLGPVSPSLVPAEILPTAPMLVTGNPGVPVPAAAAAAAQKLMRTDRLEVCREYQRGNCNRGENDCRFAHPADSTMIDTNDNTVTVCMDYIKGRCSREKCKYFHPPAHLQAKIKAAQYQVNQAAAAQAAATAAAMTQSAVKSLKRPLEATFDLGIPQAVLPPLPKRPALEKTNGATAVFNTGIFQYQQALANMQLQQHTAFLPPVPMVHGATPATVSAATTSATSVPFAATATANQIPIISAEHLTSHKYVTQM
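Inhibition of protein-RNA binding appears as loss of TR-FRET between terbium anti-His antibody on MBNL1-His and streptavidin-XL665 on biotin-(CUG)12. Activity is normalized to buffer-only and uninhibited-complex controls.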
A-T KAP1 phos – potential ataxia-telangiectasia treatments restoring KAP-1 phosphorylation. actives 0.19% (n = 320,000). Potency, µM (titrated, usually from 57.5 µM), for the others: at the highest dose activation, most hits filed as activators. […] A-T fibroblasts, KAP-1 phosphorylation AlphaLISA; neocarzinostatin DNA damage 30 min before lysis; also: potency is read from the fitted curve at half-maximal effect; % of control where 0% means no effect; nearly all actives have a fitted effect of over 45% in size
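ATM-like activity read as KAP-1 phosphorylation via AlphaLISA donor/acceptor antibody pairs after lysis and 6 hr at 25C. Cells were ATM-null patient fibroblasts ([…], hTERT), dosed 60 min, then exposed to the DSB inducer NCS for 30 min.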
Mito fusion yeast – mitochondrial division inhibition or fusion activation; S. cerevisiae fusion-defective mutant growth rescue, CellTiterGlo 48 h; Potency, µM (top dose mostly 46.1 µM), without a hit: at the top dose growth rescue (activation), actives largely listed as activators; actives 0.23% (n = 320,000); AID 485298;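 also: potency is read from the fitted curve at half-maximal effect; % of control where 0% means no effect; nearly all actives have a fitted effect of over 45% in size; temperature-sensitive fusion mutants such as fzo1-1 at 37 °C on non-fermentable ethanol glycerol medium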
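Luminescent cell viability in 1536-well qHTS format served as the measure of rescued growth in ts fusion-mutant S. cerevisiae cultured on non-fermentable YPEG for 48 hours at 37C.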
Integrin act MD – activates integrin-mediated alleviation for muscular dystrophy; AID 624291; actives 0.064% (n = 350,000); alpha7betagal myoblasts, beta-gal FDG fluorescence, 48 h; Potency, µM (highest dose often 38.3 µM), without a hit: at the highest dose activation, hits mostly activators;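 also: potency is read from the fitted curve at half-maximal effect; 100% = response of the positive control SU9516; nearly all actives have a fitted effect of over 60% in size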
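Alpha7betagal+/- myoblasts (passage 13) were plated 16-24 hr, then exposed to compounds (1:260 dilution of DMSO stock) for 48 hours at 37C. After MPER lysis, β-galactosidase reporter activity was read as FDG fluorescence (ex 480/em 540) after 30 minutes.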
Menin-MLL TR inh – displaces Texas Red mutant MLL peptide from human menin | actives 0.23% (n = 270,000) | AID 1768 | O00255 | Menin + Texas Red MLL mutant peptide, fluorescence polarization | Potency, µM (top dose mostly 61.6 µM), for inactives: top-dose FP activity change, negative = inhibition, actives largely listed as inhibitors; active = well fitted inhibition curve with a large enough effect in the polarisation, with a control signal flat, not every such curve was filed as active; inconclusive = small, poorly fitted or top-dose-only effect, or effect the other way, or a change in a side signal; inactive = no such curve, though single readings can be large or run the other way; the % refers to the polarisation; also: potency is read from the fitted curve at half-maximal effect; % of control where 0% means no effect; many of its hits are not listed in these tables
CXXC DNA block – inhibitors of human MLL CXXC domain-DNA interaction; MLL-CXXC / FITC-HOXA9 DNA fluorescence polarization; AID 2662; actives 0.037% (n = 290,000); Potency, µM (doses to about 115 µM), for the others: top-dose activity change, negative = inhibition, most hits filed as inhibitors; Q03164; active = well fitted inhibition curve with a large enough effect in the polarisation, with a control signal flat, not every such curve was filed as active; inconclusive = small, poorly fitted or top-dose-only effect, or effect the other way, or a change in a side signal; inactive = no such curve, though single readings can be large or run the other way; the % refers to the polarisation; also: potency is read from the fitted curve at half-maximal effect
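Purified MLL-CXXC (added from a 7 uM solution) was preincubated 5 min at ambient with pinned compounds in 50 mM Tris-HCl pH 7.5, 50 mM NaCl, 1 mM DTT, 0.05% BSA. Fluorescein-labeled HOX-A9 DNA (50 nM solution) followed, 30 min, then polarization read.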
ASM inhibitor – human S-ASM enzyme inhibition; P17405; actives 0.006% (n = 340,000); Potency, µM (series often up to 57.5 µM), inactives show at the highest dose activity change, negative = inhibition, actives largely listed as inhibitors; placental ASM, HMU-PC fluorogenic substrate, 60 min; also: potency is read from the fitted curve at half-maximal effect
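HMU-PC0 cleavage (9 uM final) by human placental ASM, 60 min at 37 °C following 10 min compound exposure at RT; stopped at pH 10, fluorescence Ex 386/Em 447 nm.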
PTAP TSG101 blk – blocks PTAP/TSG101 interaction to inhibit HIV-1 budding; Potency, µM (top dose mostly 115 µM), for the others: at the top dose activity change, negative = inhibition, hits mostly inhibitors; Q99816; AID 493005; 340,000 tested, under 10 active; Fluorescence polarization, FITC-PTAP peptide / Tsg101 binding; active = well fitted inhibition curve with a large enough effect in the main read-out, with a control signal flat, not every such curve was filed as active; inconclusive = small, poorly fitted or top-dose-only effect, or effect the other way, or a change in a side signal; inactive = no such curve, though single readings can be large or run the other way; also: potency is read from the fitted curve at half-maximal effect; % of control where 0% means no effect
Target sequence (Q99816 whole entry, looked up): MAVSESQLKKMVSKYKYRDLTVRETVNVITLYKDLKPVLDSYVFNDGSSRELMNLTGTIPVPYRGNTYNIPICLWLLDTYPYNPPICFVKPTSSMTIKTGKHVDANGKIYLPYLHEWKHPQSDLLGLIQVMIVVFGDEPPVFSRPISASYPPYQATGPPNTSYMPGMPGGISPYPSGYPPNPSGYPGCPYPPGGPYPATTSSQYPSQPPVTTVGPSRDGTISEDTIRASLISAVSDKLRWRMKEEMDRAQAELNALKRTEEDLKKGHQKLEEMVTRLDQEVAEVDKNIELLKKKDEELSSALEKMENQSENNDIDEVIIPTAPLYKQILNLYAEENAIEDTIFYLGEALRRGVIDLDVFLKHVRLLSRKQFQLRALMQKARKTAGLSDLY
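Tsg101 binding domain (10 uM final) was mixed with compound and a FITC-labeled PTAP peptide (50 nM final) in HEPES pH 7.5 buffer with NaCl, Tween 20, EDTA and TCEP; fluorescence polarization was read after 20 min at r.t.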
TCR activator – activators of T cell receptors; primary human leukocytes, anti-CD3, IL-2 HTRF, 48 h; Potency, µM (titrated, usually from 9.22 µM), for inactives: at the highest dose activation of IL-2 secretion, actives largely listed as activators; 330,000 tested, under 10 active; also: % of control where 0% means no effect
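IL-2 release read by HTRF sandwich (Eu cryptate donor, d2 acceptor, 665 nm emission) after 48 hr exposure of primary human leukocytes to compound together with anti-CD3 beads in the absence of co-stimulatory signals.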
TSHR antag – antagonists of human thyroid stimulating hormone receptor | P16473 | TSHR-expressing cells, TSH-stimulated cAMP HTRF, 2 h; active compounds read low | activity change, negative = inhibition, % at 11.5 µM | actives 0.2% (n = 330,000) | AID 504810;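 active = activity change below a set negative limit, meaning inhibition stronger than a set level, cut at about -70% in these data; inconclusive = activity change between two set negative limits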; also: % is scaled to controls: 0 for no effect and ±100 for the full control effect
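Freshly harvested TSHR cells receive pin-tooled compound, then EC80 TSH at 4nM final. After 2 hours at 37 deg C, antibody in lysis buffer and cAMP-d2 are added; 30 minutes at ambient temperature precede the HTRF read.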
Numbers without * were called inactive; u = inconclusive; x = not tested or not shown; [ ] = another dose, or the depositor's remark. Unless noted, calls follow the shape of the dose curve; as a rule, active = well fitted curve in the direction sought with a large enough effect; inconclusive = small, poorly fitted or top-dose-only effect, or another doubt; inactive = no such curve, though single readings can be large; an effect the other way counts as inactive or inconclusive. This is a subset; the hit share may differ from the screen's.

mol | TCR activator | TSHR antag | MBNL1 CUG block | Mito fusion yeast | PTAP TSG101 blk | A-T KAP1 phos | ASM inhibitor | Menin-MLL TR inh | Integrin act MD | CXXC DNA block
O=C(Cn1nnc(-c2ccc(OCc3ccccc3F)cc2)n1)N1CCOCC1 | -1% | -3 | -1% | 1% | -1% | 4% | -1% | 21% | 14% | -2%
CC(C)(C)NC(=O)CN(Cc1cccs1)C(=O)CCN1CCc2ccccc21 | 2% | 13 | 0% | 10% | -9% | -2% | 6% | -14% | -27% | 3%
Cc1c(NC(=O)CN2C(=O)NC(C)(c3ccccc3)C2=O)c(=O)n(-c2ccccc2)n1C (stereo not drawn) | -5%[46.1 µM] | 10 | u | 1% | -8% | x | 3% | -6% | -4% | -1%
CCOC(=O)c1csc(NC(=O)c2cccs2)n1 | -3% | -17 | 0% | 13% | -3% | 5% | -3% | -3% | 5% | 8%
Cc1nnc(SCC(=O)c2cc(C)n(C3CC3)c2C)s1 | 6% | 30 | -4% | 2% | -6% | 10% | 4% | -19% | 3% | -5%
C(=N\NCc1ccccc1)/c1ccc2nccnc2c1 | -5% | 7 | u | 1% | -2% | 1% | -4% | x | -7% | 6%
O=C(NNc1ccccc1)c1ccccc1 | -5% | x | x | x | -1% | x | -4% | x | -3% | x
COc1cccc(CN2CCNC(=O)C2CC(=O)N(C)C2CCCCC2)c1OC (stereo not drawn) | -3% | x | x | x | -8% | x | 0% | x | 19% | x
Cc1ccc(S(=O)(=O)Nc2cccc(C(=O)NCCCn3ccnc3)c2)cc1F | 7% | -1 | x | 4% | 2% | -1% | 3% | x | 29% | x
O=C(Cn1nnc(-c2ccccc2Cl)n1)NCc1ccc2c(c1)OCO2 | 3% | -13 | -1% | -3% | -1% | -3% | 3% | -23% | 0% | 7%
CCN(CC)C(=O)[C@H]1CC(CC(=O)NCCC2=CCCCC2)C(=O)N2CCc3c([nH]c4ccc(OC)cc34)[C@]12C (stereo partly drawn) | -7%[46.1 µM] | -5 | x | x | -3% | 1% | 1% | x | -22% | x
Cc1ccc(C)c(N2CCN(C(=O)c3ccc4nc(N5CCOCC5)sc4c3)CC2)c1 | 4% | -7 | -3% | 13% | -3% | -3% | -3% | x | 10% | 0%
Cc1occc1C(=O)Nc1ccc(S(=O)(=O)N2CCCC2)cc1 | 5% | 28 | -5% | 7% | -5% | 16% | 4% | -8% | 4% | -1%
COc1cccc(C2NC(=S)NC(C)=C2C(=O)c2ccccc2)c1OC (stereo not drawn) | -6% | 25 | 1% | 8% | -1% | -2% | 1% | -4% | -40% | -9%
CCc1ccc(/C=C2\Oc3cc(OC(=O)N4CCOCC4)ccc3C2=O)cc1 | -1%[46.1 µM] | 22 | 0% | 0% | -5% | 5% | 14% | 4% | -4% | 5%
Oc1ccccc1/C=N/Nc1nc2ccccc2o1 | -7% | -11 | 8% | 0% | 0% | -4% | 99% | x | -60%[inhibitor] | -8%
COC(=O)COC(=O)c1ccc(Oc2nc(OC)nc(N(C)C)n2)cc1 | 4% | -8 | -9% | 2% | -7% | -2% | -3% | -5% | 1% | -8%
CC(=O)c1ccc(NC(=O)CN2C(=O)COc3ccc(Cl)cc32)cc1 | -2% | -2 | -4% | -2% | -5% | 8% | -7% | -1%[11.7 µM] | 6% | 4%
CC1CN(CC(=O)Nc2cc(S(=O)(=O)N3CCCC3)ccc2Cl)CC(C)O1 (stereo not drawn) | 2% | -7 | -3% | 4% | -2% | 7% | 0% | -8% | -8% | 3%
CS(=O)(=O)N1CCN(c2cnn(-c3ccccc3)c(=O)c2Cl)CC1 | x | -22 | 9% | -1% | 2% | 3% | -1% | -4% | -22% | -2%
COc1ccccc1Nc1nc(N)nc(CN2CCOCC2)n1 | -4% | 1 | 8% | -6% | -5% | 10% | 1% | -1%[11.7 µM] | -12% | 7%
CCOc1cccc(C2C(C(=O)c3cccs3)=C(O)C(=O)N2Cc2cccnc2)c1 (stereo not drawn) | 5% | -4 | 15% | 0% | -5% | 2% | -2% | -4% | u | -20%
Cc1ccc(Cl)cc1N1CCN(C(=O)C2CCN(S(=O)(=O)c3cccnc3)CC2)CC1 | 1% | -5 | -4% | -2% | -14% | 3% | -2% | -1% | -17% | 0%
CCC(=O)NC(=S)Nc1ccc(NC(=O)c2ccc(Br)o2)cc1 | -7% | -6 | 32%[activator] | -2% | 0% | -1% | -4% | 24% | u | -3%
Cc1onc(-c2ccccc2)c1C(=O)N1CCc2ccccc21 | -2% | -10 | -4% | 2% | -6% | 3% | 0% | -8% | 18% | 3%
O=C1CCC(C(=O)N(CCO)Cc2ccccc2)CN1CCCN1CCOCC1 (stereo not drawn) | -4% | 5 | -3% | -20% | -2% | -10% | 2% | 1% | 2% | -5%
O=C(COC(=O)c1ccccc1OCc1ccc(Cl)cc1)NCC1CCCO1 (stereo not drawn) | 1%[46.1 µM] | -2 | x | x | -4% | 5% | 5% | x | 2% | x
CO/N=C(/CNC(=O)c1cccc(Cl)c1)c1ccc(Cl)cc1 | -5% | -15 | -1% | 7% | -3% | -4% | -7% | 40%[activator] | 39% | 3%
COc1ccc2cc(C(=O)N3CCCCCC3)sc(=O)c2c1OC | 3% | 25 | u | 0% | -3% | -4% | 0% | 4% | -13% | 23%
O=C(Nc1ccccn1)c1cccc(S(=O)(=O)N2CCCCC2)c1 | 2%[46.1 µM] | 5 | -6% | 1% | -1% | -1% | -1% | -9% | -17% | 8%
Cc1ccc2cc(C#N)c(N3CCCN(C(=O)C4CCCO4)CC3)nc2c1 (stereo not drawn) | 0% | -2 | u | 1% | -1% | 2% | 176%[activator] | -11% | -25% | -3%
CCOC(=O)C1=C(C)Nc2sc(C(=O)c3ccc(Br)cc3)c(N)c2C1c1ccc(C(=O)OC)cc1 (stereo not drawn) | 2% | 32 | 0% | 3% | 0% | -1% | 8% | 1% | 26% | 0%

Full records from above. Values in the order: TCR activator | TSHR antag | MBNL1 CUG block | Mito fusion yeast | PTAP TSG101 blk | A-T KAP1 phos | ASM inhibitor | Menin-MLL TR inh | Integrin act MD | CXXC DNA block
O=C(COC(=O)c1ccccc1OCc1ccc(Cl)cc1)NCC1CCCO1 (stereo not drawn) in the list: 1%[46.1 µM] | -2 | x | x | -4% | 5% | 5% | x | 2% | x
Cc1nnc(SCC(=O)c2cc(C)n(C3CC3)c2C)s1 in the list: 6% | 30 | -4% | 2% | -6% | 10% | 4% | -19% | 3% | -5%
Cc1ccc(S(=O)(=O)Nc2cccc(C(=O)NCCCn3ccnc3)c2)cc1F in the list: 7% | -1 | x | 4% | 2% | -1% | 3% | x | 29% | x
Cc1ccc(Cl)cc1N1CCN(C(=O)C2CCN(S(=O)(=O)c3cccnc3)CC2)CC1 in the list: 1% | -5 | -4% | -2% | -14% | 3% | -2% | -1% | -17% | 0%

The listing continues:
mol | TCR activator | TSHR antag | MBNL1 CUG block | Mito fusion yeast | PTAP TSG101 blk | A-T KAP1 phos | ASM inhibitor | Menin-MLL TR inh | Integrin act MD | CXXC DNA block
Cc1ccc(C(=O)OCC(=O)NCc2cccs2)cc1S(=O)(=O)N1CCOCC1 | -5% | 21 | 4% | -2% | 0% | 1% | -3% | 0% | -16% | -2%
O=C(NCc1ccccn1)c1cc(-c2ccc(Cl)cc2)oc1C(F)(F)F | 2% | -6 | 7% | 2% | -13% | 5% | 38%[activator] | x | -45% | -10%
O=C(NC(Cc1ccccc1)C(=O)O)/C(=C\c1ccccc1)NC(=O)c1ccco1 (stereo not drawn) | 6% | -3 | -1% | -4% | -3% | 1% | 1% | -2% | -9% | 3%
COc1ccc(NC(=O)CN2C(=O)/C(=C3\SC(=S)N(C4CCS(=O)(=O)C4)C3=O)c3ccccc32)cc1 (stereo not drawn) | -6% | 2 | -6% | 2% | -5% | -2% | -3% | x | 16% | -22%
CCOC(=O)c1c(NC(=S)Nc2ccccc2)sc2c1CCN(CC)C2 | 6% | 6 | u | 4% | 2% | -6% | 441%[activator] | -27% | -33% | 12%
COc1ccccc1-n1c(SCC(=O)N2CCc3ccccc32)nc2c(c1=O)SCC2 | -2% | 17 | u | 4% | -3% | -8% | -1% | -18% | 4% | 3%
